# Screening data: PubChem, The Scripps Research Institute Molecular Screening Center
# TDP2 inh – TDP2 (human) inhibition, absorbance primary screen; inhibition, % at 12.8 µM; O95551; recombinant TDP2, T5PNP hydrolysis, p-nitrophenol absorbance 415 nm; 370,000 tested, 0.34% active;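 active = inhibition above the mean of all tested compounds plus 3 SD, set per campaign, cut at about 25% in these data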;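 also: 0% = DMSO with enzyme and 100% = buffer with substrate but no TDP2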
# Target sequence (O95551 whole entry, looked up): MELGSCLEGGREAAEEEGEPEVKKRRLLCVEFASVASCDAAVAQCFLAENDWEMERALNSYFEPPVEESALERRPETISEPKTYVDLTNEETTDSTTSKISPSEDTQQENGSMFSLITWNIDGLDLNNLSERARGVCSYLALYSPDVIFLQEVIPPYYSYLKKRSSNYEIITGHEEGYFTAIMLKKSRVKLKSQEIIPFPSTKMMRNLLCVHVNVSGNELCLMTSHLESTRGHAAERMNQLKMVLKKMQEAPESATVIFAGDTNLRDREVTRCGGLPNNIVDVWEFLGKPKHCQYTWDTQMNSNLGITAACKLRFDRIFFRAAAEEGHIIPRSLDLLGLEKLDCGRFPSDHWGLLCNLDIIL
#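 Evaluation: % inhibition relative to enzyme-containing and enzyme-free wells. Material: recombinant human TDP2. Benchmarks: enzyme-free and DMSO wells. Timing: enzyme reaction with compound for 2 h at 37 °C. Compound dosing: 12.8 µM only. Measured by: p-Nitrophenol epi absorbance. Reagent: T5PNP substrate at 5 mM, a TopII-DNA adduct mimic. Replication: single well per compound.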
# DDE Tn6 FP inh – DD(E)-Tn6 binding inhibition, primary FP screen. P02675. Fibrin DD(E) TRITC-Tn6 fluorescence polarization displacement. inhibition, % at 8.3 µM. 370,000 tested, 0.21% active. AID 720509;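 active = inhibition above a per-campaign cutoff: mean of compounds within control limits plus 3 SD, cut at about 15% in these data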;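 also: 0% = median of all compound wells on the plate and 100% = blocking peptide control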
# SIAE primary – inhibitors of human sialic acid acetylesterase SIAE; inhibition, % at 9.66 µM; AID 1053197; SIAE FP-Rh probe binding, fluorescence polarization; Q9HAT2; 370,000 tested, 0.69% active;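 active = inhibition above a cutoff: mean of compounds within the control limits plus 3 SD of those, cut at about 17% in these data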;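 also: 0% = plate median of compound wells and 100% = probe without SIAE protein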
# PLCg1 inh – blocks human PLC-gamma1 enzyme activity | purified PLC-gamma1, fluorogenic substrate, fluorescence | inhibition, % at 12.2 µM | 370,000 tested, 0.84% active | AID 720700 | P19174; in the data active = inhibition above about 9.5%
# Tn7 DDE FP – DD(E)-Tn7 binding inhibition, primary FP screen. inhibition, % at 8.3 µM. 370,000 tested, 0.13% active. FP displacement of FITC-Tn7 peptide from fibrin DD(E); 0% = median of compound wells per plate. P02675;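 active = inhibition above the mean of compounds falling within the control limits plus 3 SD of them, cut at about 14% in these data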;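 also: 0% = plate median of compound wells and 100% = 10 µM Aha-Tn7 peptide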
#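 Test system – human fibrin DD(E) · Times – 10 min preincubation, 3 h with tracer, room temperature · Detection – fluorescence polarization of the labelled Tn7 tracer · Measure – percent inhibition normalized to high-control wells · Benchmarks – high control wells with 10 µM unlabelled Aha-Tn7 peptide (full inhibition) · Repeats – singlicate testing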
# ASAP1 GAP inh – inhibitors of human ASAP1 ArfGAP activity | Q9ULH1 | ASAP1-stimulated ARF1 GTP hydrolysis, GDP FP detection | inhibition, % at 16.5 µM | 360,000 tested, 0.19% active | AID 624377; in the data active = inhibition above about 25%;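 also: 0% = vehicle with enzyme and substrate and 100% = no enzyme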
# ADAM10 inh – inhibits human ADAM10; O14672; recombinant ADAM10, EDANS/DABCYL FRET peptide cleavage, 3 h; inhibition, % at 7 µM; 370,000 tested, 0.62% active; AID 720582;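 active = inhibition above a per-campaign cutoff equal to the mean of compounds falling between control-based bounds plus 3 SD, cut at about 20% in these data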;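 also: 0% = DMSO wells while the 100% control is not disclosed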
# PLC-beta3 inh – PLC-beta3 (human) inhibition, primary screen | Q01970 | Purified PLC-beta3, fluorogenic substrate, fluorescence | inhibition, % at 12.2 µM | 370,000 tested, 0.18% active | AID 720704; in the data active = inhibition above about 11%;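 also: 0% = median of compound wells on plate and 100% = full blocker control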
# ADAM17 inh – inhibitors of human ADAM17; P78536; recombinant ADAM17, EDANS/DABCYL FRET peptide cleavage; inhibition, % at 6.95 µM; 370,000 tested, 0.83% active;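 active = inhibition above the mean of compounds lying between control limits plus 3 SD, set per campaign, cut at about 8.5% in these data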;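 also: 0% = DMSO-only wells as the low control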
# Target sequence (P78536 215-824 limits assumed): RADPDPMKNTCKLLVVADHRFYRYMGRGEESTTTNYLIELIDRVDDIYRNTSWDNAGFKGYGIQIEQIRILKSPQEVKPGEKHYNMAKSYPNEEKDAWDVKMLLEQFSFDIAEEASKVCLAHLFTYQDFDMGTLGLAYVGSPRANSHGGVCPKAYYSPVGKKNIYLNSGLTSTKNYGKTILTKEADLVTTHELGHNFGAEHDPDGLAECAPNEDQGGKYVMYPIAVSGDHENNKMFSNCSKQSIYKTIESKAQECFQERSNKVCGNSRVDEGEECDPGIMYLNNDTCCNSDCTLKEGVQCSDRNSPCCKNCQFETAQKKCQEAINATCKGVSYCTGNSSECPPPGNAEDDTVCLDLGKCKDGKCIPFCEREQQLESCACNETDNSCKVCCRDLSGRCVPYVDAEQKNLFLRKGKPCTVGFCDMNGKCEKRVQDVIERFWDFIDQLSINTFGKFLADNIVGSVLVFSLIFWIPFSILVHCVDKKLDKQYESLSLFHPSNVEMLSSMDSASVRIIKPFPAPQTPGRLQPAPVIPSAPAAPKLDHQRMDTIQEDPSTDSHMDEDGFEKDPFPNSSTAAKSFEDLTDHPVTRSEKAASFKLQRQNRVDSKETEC
# ARFGAP1 inh – inhibitors of rat ARFGAP1; AID 651572; inhibition, % at 16.5 µM; Q62848; 360,000 tested, 0.26% active; Arfgap1-stimulated ARF1 GTP hydrolysis, GDP FP detection;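 active = inhibition above a per-plate limit, mean inhibition of low control wells plus 3 SD, cut at about 25% in these data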;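 also: 0% = DMSO wells with enzyme and 100% = wells lacking Arfgap1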
# Target sequence (Q62848 1-136 limits assumed): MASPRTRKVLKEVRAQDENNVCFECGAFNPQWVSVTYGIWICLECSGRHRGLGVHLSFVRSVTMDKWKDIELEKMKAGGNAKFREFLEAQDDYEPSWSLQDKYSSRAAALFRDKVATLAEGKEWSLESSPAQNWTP
#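 system = rat Arfgap1 catalytic domain, aa 1-136 | technique = FP, GDP Alexa 633 tracer displaced from anti-GDP antibody, 620/688 nm | compound = one concentration, 16.5 µM, DMSO 1.26% | medium = HEPES-based buffer, pH 7.5 | timing = compound-enzyme preincubation 20 min, reaction 120 min, detection 60 min, 25 °C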
# Active calls of the source: *; x = not tested or not shown.
SMILES,TDP2 inh,DDE Tn6 FP inh,SIAE primary,PLCg1 inh,Tn7 DDE FP,ASAP1 GAP inh,ADAM10 inh,PLC-beta3 inh,ADAM17 inh,ARFGAP1 inh
COc1ccccc1C(=O)Nc1nnc(S(=O)(=O)N2CCCCC2)s1,-14.3,-11.8,5.3,3.2,-6.2,-7.4,-0.1,-20.2,3.2,5.1
Cc1ccc(N2CC(C(=O)NC(C)CCc3ccccc3)CC2=O)cc1 (stereo not given),-10.8,-4.0,-11.0,-0.9,13.1,8.9,-7.9,-12.6,-8.4,7.0
COc1cc(S(=O)(=O)N2CCOCC2)ccc1NC(=O)COC(=O)c1ccccn1,-4.5,0.6,-3.3,-1.5,-1.7,10.8,-1.9,0.5,-0.7,7.6
CCCOc1ccc2ccccc2c1/C=C1\SC(=O)NC1=O,8.3,-2.7,-0.5,-7.6,-12.6,9.0,-2.2,-16.1,-4.7,-11.7
OCC[C@H]1C[C@H](O)[C@@H](O)[C@@]2(CCCCO2)O1,5.4,-3.6,6.2,1.2,-8.2,12.2,-8.3,1.6,-5.1,-1.8
O=C(Cc1ccc(F)cc1)Nc1cccc(-c2cn3c(n2)SCC3)c1,-8.3,7.6,-10.6,4.4,1.6,0.1,3.2,-4.6,0.7,-0.8
Cc1ccc(S(=O)(=O)N2CCC(C(=O)N[C@@H](C)C(=O)Nc3ccc(F)cc3)CC2)cc1,6.2,4.8,-1.5,-0.6,1.5,-10.0,-3.1,-5.6,-3.3,-14.3
CCOc1c(Br)cc(C(=O)NCCCn2ccnc2)cc1OC,-3.2,5.4,-7.0,1.9,4.7,2.7,-3.8,-8.7,-6.0,3.0
COC(=O)c1nn(-c2ccc(OC)cc2)ccc1=O,8.6,0.8,2.1,-242.1,-6.0,0.3,-33.2,-332.6,-14.5,-10.7
CSc1nc2nccc(-c3ccc(Cl)cc3)n2n1,-0.1,-1.6,0.9,2.8,1.1,-2.8,-6.1,-4.1,-2.8,1.3
Cc1ccc(S(=O)(=O)N(CC(=O)Nc2cccc([N+](=O)[O-])c2)C(=O)N2CCN(C)CC2)cc1,7.1,-3.3,4.5,-20.0,9.6,-13.3,0.1,2.7,-1.3,-9.6
O=C(O)c1cccc(NC(=O)c2ccccc2NC(=O)c2cccc([N+](=O)[O-])c2)c1,-13.8,-14.5,-9.8,0.2,-5.8,1.9,-1.5,-6.5,1.5,-0.2
O=C(c1sc2cc([N+](=O)[O-])ccc2c1Cl)N1CCCCC1,-5.8,-0.3,-8.2,0.6,4.8,-4.0,7.7,1.5,-1.9,4.1
COC(=O)c1ccc(C[n+]2ccccc2)cc1,5.2,0.6,-5.7,-1.4,0.3,0.8,-0.4,-8.1,-1.7,7.0
CCOC(=O)C1=CN(Cc2cccc(-c3ccc4c(c3)OCO4)c2)S(=O)(=O)N(C)C1C (stereo not given),0.6,8.7,-3.0,-3.4,2.7,-2.0,7.4,-1.0,1.1,-3.5
CN(C)c1ccc(/C=N/NS(=O)(=O)c2ccc(Br)cc2)cc1,-5.5,5.0,2.2,1.6,-3.5,-1.7,2.4,-10.2,-0.9,-9.6
COc1ccc(C2=NS(=O)(=O)N(C)C(C(=O)NC3CCCCC3)=C2)cc1,-8.2,-1.3,-4.7,-32.7,-7.1,9.5,-8.7,-38.9,-1.1,13.2
COc1ccc(OC)c(-n2c(-c3ccc(C)cc3)n[nH]c2=S)c1,4.2,3.9,12.6,-1.9,-4.6,16.1,-5.5,-3.5,-7.1,-6.5
Cc1ccsc1CNC1CCCCC1,6.3,-7.3,9.5,0.5,-8.8,-4.7,3.5,-2.5,-0.2,-4.7
COc1ccc(-c2nnc(SCc3ccc(C(=O)O)cc3)o2)cc1OC,1.2,-10.4,-0.4,2.0,0.1,-11.1,5.6,-9.2,-3.8,18.9
Cc1ccc(CSCC(=O)N/N=C/c2cccc(OC3CSC3)c2)cc1,3.5,5.0,-0.4,0.0,10.2,-9.6,7.6,4.6,-1.5,-0.1
COc1ccc(-c2c(-c3ccc(OCC(=O)NN)cc3O)n[nH]c2C)cc1,2.2,11.5,-15.6,2.2,-3.0,12.2,-1.7,-4.2,0.9,-3.5
COC(=O)[C@]12C[C@H](CC(=O)NCCCN3CCCC3=O)C(=O)N(Cc3ccc(Cl)cc3Cl)C1=C[C@H](COCc1ccccc1)O[C@@H]2C,2.5,-3.2,-0.2,0.7,-0.2,x,-1.5,2.2,-4.1,x
CC(C)(C)NC(=O)C(c1ccncc1)N(C(=O)C1CSC(=O)C1)c1ccccc1 (stereo not given),6.6,-1.7,9.4,1.3,-5.8,-0.7,-2.1,-0.8,-1.3,0.5
O=C(NN1CCOCC1)c1ccccc1NS(=O)(=O)c1ccc(F)cc1F,-2.1,0.7,0.6,-4.2,4.2,-12.8,0.3,-6.5,0.7,-2.2
O=C(NC1CCN(C(=O)N2c3ccccc3Sc3ccccc32)CC1)c1ccco1,-3.1,-1.0,7.5,3.8,5.4,16.2,7.8,-0.7,-0.6,-4.4
Cc1c(C(=O)NCc2ccc3c(c2)OCO3)cccc1[N+](=O)[O-],-0.1,8.5,1.5,2.0,-3.8,-10.0,0.5,-0.3,-0.4,0.4
Cc1ccc(C(=O)Nc2ccc3ccccc3c2)cc1,-9.3,-5.8,-3.4,-7.9,1.2,5.6,-7.9,-21.5,-6.4,-0.5
CCOC(=O)c1cnn2c(C(F)F)cc(C3CC3)nc12,1.8,-2.8,3.7,-90.8,4.3,11.7,-95.6,-108.7,-30.6,11.8
C[n+]1cccc(C2C(C#N)=C(N)Oc3c2ccc2ccccc32)c1 (stereo not given),-0.1,-4.5,6.3,-62.8,-11.0,4.0,-14.2,-96.5,-5.6,7.7
COc1ccc(NC(=O)Nc2c(C)n(-c3ccccc3)c(=O)n2C)cc1OC,-8.6,-0.6,1.7,-0.4,-10.3,4.7,-1.1,-0.2,-0.6,-5.2
Cc1ccc(S(=O)(=O)NCC(=O)NNC(=O)c2ccccc2Cl)cc1C,8.4,-2.9,2.0,1.4,2.0,-8.3,1.1,-5.3,-1.0,-12.1
COc1ccc(C=O)cc1Cn1ccnc1C,10.0,-3.0,7.5,4.3,-1.9,17.6,3.5,1.1,0.5,-1.5
CC(C)Sc1nc(N2CCOCC2)c2c(c1C#N)CC(C)(C)SC2,-9.1,2.1,-0.1,-1.6,0.1,4.5,4.5,-5.0,-0.2,5.5
Cn1cccc([N+](=O)[O-])c1=O,-11.1,2.1,0.3,3.8,-0.8,16.7,-10.1,3.0,-4.5,-4.9
O=C(Cn1nnc2ccccc2c1=O)N[C@H](C(=O)O)c1ccccc1,19.3,3.1,1.8,-1.1,6.3,1.6,-3.0,-4.4,-3.1,-3.0
Cc1nn(Cc2c(F)c(F)c(F)c(F)c2F)c(C)c1NC(=O)c1nn(C)cc1Br,-2.6,1.1,-7.1,1.9,-1.5,-1.8,-0.1,-6.8,1.5,-3.0
Cc1cc(O)ccc1NC(=O)c1ccccc1,-2.4,0.2,4.5,3.7,-2.7,-12.1,-0.2,0.2,0.0,9.1
COc1ccc(CNC(=O)CN(c2ccc(C)cc2)S(=O)(=O)c2c(C)noc2C)cc1,-0.6,0.3,-3.0,1.5,0.2,-8.5,8.6,-2.6,-4.4,6.0
COc1cccc(OC)c1C(=O)NCCc1ccccc1,-16.4,2.8,-3.0,3.8,-5.9,1.7,-5.2,-5.9,-5.6,11.5

# Profiles from above. Order of values: TDP2 inh	DDE Tn6 FP inh	SIAE primary	PLCg1 inh	Tn7 DDE FP	ASAP1 GAP inh	ADAM10 inh	PLC-beta3 inh	ADAM17 inh	ARFGAP1 inh
# Entry for `Cc1ccc(S(=O)(=O)NCC(=O)NNC(=O)c2ccccc2Cl)cc1C` : 8.4	-2.9	2.0	1.4	2.0	-8.3	1.1	-5.3	-1.0	-12.1
# Entry for `CC(C)Sc1nc(N2CCOCC2)c2c(c1C#N)CC(C)(C)SC2` : -9.1	2.1	-0.1	-1.6	0.1	4.5	4.5	-5.0	-0.2	5.5

# Continuation:
SMILES,TDP2 inh,DDE Tn6 FP inh,SIAE primary,PLCg1 inh,Tn7 DDE FP,ASAP1 GAP inh,ADAM10 inh,PLC-beta3 inh,ADAM17 inh,ARFGAP1 inh
COc1ccc(N(C(=O)c2cccnc2)S(=O)(=O)c2ccccc2)cc1,1.1,-4.4,1.3,0.1,-3.6,0.7,5.5,4.6,0.0,2.0
CCOC(=O)C1=C(CSc2nccn2C)NC(=O)NC1c1ccc(OC)cc1 (stereo not given),7.1,-4.2,-5.1,-2.4,-7.8,12.7,-2.2,-0.6,-4.6,2.8
COc1ccc(S(=O)(=O)Nc2ccccc2OC)cc1N=Nc1c(O)[nH]c(=S)[nH]c1=O,-7.8,7.6,0.9,0.0,7.4,-9.7,-4.5,0.2,0.5,1.5
COC(=O)c1ccc(C2/C(=C(\O)c3ccc(OC)c(C)c3)C(=O)C(=O)N2c2cc(C)on2)cc1 (stereo not given),-3.9,-3.3,-3.8,-13.1,0.8,-6.0,2.0,-12.7,0.6,2.3
O=C(Nc1cccc(F)c1)Nc1ccc(Cl)cn1,-0.7,9.9,0.1,4.5,2.8,5.7,8.8,-5.6,-2.4,5.3
COc1ccc(CNC(=O)CC[C@H]2O[C@@H](n3cnc4c(NC(=O)c5ccccc5)ncnc43)[C@H](O)[C@@H]2O)cc1,1.3,-6.4,-2.6,0.2,0.9,1.5,-11.6,1.8,-3.5,1.7
Cc1nc(N)sc1-c1csc(Nc2ccc(S(N)(=O)=O)cc2)n1,-1.3,-3.0,-15.0,-22.2,-2.6,7.8,-7.7,-30.6,-4.8,2.1
Cc1nc(-c2nnc(-c3ccccc3)o2)c(C(F)(F)F)o1,-11.7,4.4,-1.9,0.6,5.1,-3.0,1.4,-8.1,1.6,0.2
CCc1cc(CNC(=O)c2cccc(OC3CCN(S(C)(=O)=O)CC3)c2)on1,-4.9,-4.0,3.6,-1.9,8.2,-0.3,-9.3,-9.8,-6.8,-5.7
CCN(CC(=O)NCc1cccs1)C(=O)COc1ccccc1C#N,-3.2,1.9,0.3,0.3,-0.1,13.2,0.3,-4.4,-3.8,-12.6
Cc1ccc(S(C)=O)cc1-n1c(=O)n(Cc2ccccc2)c(=O)c2[nH]cnc21 (stereo not given),0.2,5.0,8.0,6.5,-1.5,-2.4,-3.4,5.1,-1.9,-4.0
COc1ccc(Br)cc1S(=O)(=O)N1CCOCC1,-5.9,-4.0,-2.6,6.7,7.9,2.0,4.2,1.9,-0.5,-2.3
COc1ccc(CCNC(=O)CCC(=O)n2ncc3cc(C)ccc32)cc1OC,12.2,-7.6,2.8,2.5,3.9,5.4,-5.5,4.7,-1.9,10.2
COc1ccc(-c2ccc(=O)n(CC(=O)Nc3nnc(C(C)C)s3)n2)cc1OC,-7.2,3.4,15.7,-6.3,0.6,-3.2,-8.2,-11.8,-3.3,3.6
